# Assay outcomes (PubChem BioAssay)
# N-glyco inh – increase of ERlucT glycosylation luciferase signal, primary screen, N-linked glycosylation inhibitor project, D54 ERlucT cells, luminescence, set 2; AID 588692, 2011; 360,000 compounds, 0.23% hits; reporter increase, % at 12.5 µM; D54 ERlucT glycosylation luciferase reporter, 24 h; percent of 100 nM tunicamycin response;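 active = mean luciferase reporter signal, scaled so untreated is 0 and the glycosylation-blocking control 100, at or above a set limit in every replicate; inconclusive = mean reaches the limit but not every replicate does; inactive = mean below the limit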;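 note: luciferase carries N-glycosylation sites so blocking glycosylation raises the light; 0% = median of neutral control wells and 100% = median of 100 nM tunicamycin wells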
# HTR2A ag – mouse Htr2a agonists via beta-arrestin recruitment, primary screen, cell-based, luminescence; 5-hydroxytryptamine receptor 2A (Mus musculus), P35363; CHO-K1 mHTR2A beta-arrestin complementation; percent of 30 µM serotonin response; activation, % at 7.6 µM; 360,000 compounds, 0.66% hits;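 active = activation above a run cutoff, the mean activation of all tested compounds plus 3 SD, cut at about 14% in these data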;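 note: 0% = plate median of compound wells and 100% = 30 µM serotonin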
# Target sequence (P35363 whole entry, looked up): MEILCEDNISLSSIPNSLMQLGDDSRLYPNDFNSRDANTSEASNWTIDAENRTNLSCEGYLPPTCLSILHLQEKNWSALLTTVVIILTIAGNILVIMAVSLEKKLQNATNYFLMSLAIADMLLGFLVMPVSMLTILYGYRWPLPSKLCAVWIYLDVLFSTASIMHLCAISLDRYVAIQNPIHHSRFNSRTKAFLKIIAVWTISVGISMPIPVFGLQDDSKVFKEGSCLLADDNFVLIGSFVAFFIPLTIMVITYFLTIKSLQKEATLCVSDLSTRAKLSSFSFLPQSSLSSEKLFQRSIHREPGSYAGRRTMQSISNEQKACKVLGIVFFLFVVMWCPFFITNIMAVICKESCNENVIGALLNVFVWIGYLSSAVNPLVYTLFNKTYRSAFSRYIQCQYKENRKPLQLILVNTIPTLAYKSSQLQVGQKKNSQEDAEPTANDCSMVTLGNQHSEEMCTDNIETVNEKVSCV
# aDG glyco up – activators of alpha-DG glycosylation, primary screen, uHTS, Pro5-aDG cells, AlphaScreen | 360,000 compounds, 0.22% hits | activation, % at 10 µM | alpha-DG glycosylation AlphaScreen (IIH6); 0% Pro5, 100% B10-LARGE cell signal | AID 624168, 2012;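 active = activation of at least 8% versus controls, or a plate z-score of at least 8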;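 note: Pro5 are CHO cells carrying HIG-tagged alpha-DG that lacks glycosylation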
# ABCB6 inh MLPCN – ABCB6 transporter inhibitors, primary screen, K562-ABCB6 cells, flow cytometry, MLPCN library; ATP-binding cassette sub-family B member 6 (Homo sapiens), Q9NP58; K562-ABCB6 porphyrin accumulation, 1 h; hits give low values; fluorescence ratio to DMSO, % at 10 µM; 360,000 compounds, 0.19% hits; AID 602162, 2011;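 active = fluorescence ratio to DMSO below 75%, the collection mean minus 3 SD; inconclusive = too few cells collected in the well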;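 note: signal is porphyrin accumulated inside mitochondria; 100% equals median channel fluorescence of DMSO control wells; lower ratio means ABCB6 inhibition with less porphyrin fluorescence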
# MC4R barr agon – MC4R agonists recruiting beta-arrestin, primary screen, cell-based, luminescence, agonist arm of biased-ligand search. Melanocortin receptor 4 (Homo sapiens), P32245. activation, % at 8.9 µM. U2OS MC4R beta-arrestin complementation; percent of melanotan II response, DMSO zero. 360,000 compounds, 0.98% hits;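 active = activation above a per-plate cutoff, the mean activation of sample wells on that plate plus 3 SD, cut at about 8% in these data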
# PDI turbidity – inhibitors of human PDI, primary screen, biochemical, turbidity, single point, plate reader; Protein disulfide-isomerase (Homo sapiens), P07237; PDI insulin aggregation turbidity, A650, 90 min; inhibition, % at 10 µM; 350,000 compounds, 0.052% hits;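 active = mean inhibition across replicates of 30% or more, whatever share of single replicates reach that level; inconclusive = mean inhibition below 30% while every single replicate reaches 30%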;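 note: absorbance from insulin aggregation driven by PDI reduction with DTT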
# Target sequence (P07237 whole entry, looked up): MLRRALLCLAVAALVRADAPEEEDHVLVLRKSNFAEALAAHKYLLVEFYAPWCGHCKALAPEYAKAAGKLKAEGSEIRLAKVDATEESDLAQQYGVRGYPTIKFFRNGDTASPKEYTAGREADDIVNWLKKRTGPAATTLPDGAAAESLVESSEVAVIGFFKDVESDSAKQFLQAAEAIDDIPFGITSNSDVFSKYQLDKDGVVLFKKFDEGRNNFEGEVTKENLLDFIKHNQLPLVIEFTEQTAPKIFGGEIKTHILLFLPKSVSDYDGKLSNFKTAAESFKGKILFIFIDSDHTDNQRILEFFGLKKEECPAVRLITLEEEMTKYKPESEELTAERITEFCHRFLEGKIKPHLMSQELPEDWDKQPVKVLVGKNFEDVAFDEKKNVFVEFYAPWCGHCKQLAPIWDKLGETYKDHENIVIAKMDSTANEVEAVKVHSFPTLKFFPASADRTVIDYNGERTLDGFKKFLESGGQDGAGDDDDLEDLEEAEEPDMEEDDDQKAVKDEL
# MC4R antagonist – MC4R antagonists of cAMP signaling, primary screen, cell-based, TR-FRET, antagonist arm of biased-ligand search; Melanocortin receptor 4 (Homo sapiens), P32245; MC4R-expressing cells, MTII-stimulated cAMP, LANCE TR-FRET; inhibition, % at 6.5 µM; 360,000 compounds, 0.48% hits; AID 540295, 2011;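 active = inhibition above its plate's cutoff, the mean of tested wells on that plate plus 3 SD, cut at about 29% in these data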;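 note: 0% = Melanotan II alone and 100% = Melanotan II plus saturating MCL0020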
#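 Material: human MC4R-expressing U2OS cells. Probe or stimulus: Melanotan II challenge. Dosing: 6.5 µM single dose. Times: 30-min compound, 1-h challenge, 1-h detection, room temperature. Technique: TR-FRET with Eu-cAMP and labeled anti-cAMP, 671 nm. Replication: singlicate.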
# Cardio protect – cardioprotection against H2O2-induced cell death, primary screen, uHTS, H9c2 cells, ATPLite luminescence; H9c2 cardiomyocytes, H2O2 injury protection, 2 h; protection from H2O2 cell death, % at 20 µM; 360,000 compounds, 0.63% hits;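 active = compounds giving at least 50% protection of heart cells from peroxide-induced death in the single-dose screen, raw or plate-pattern-corrected value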;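 note: 0% = DMSO wells with peroxide and 100% = DMSO wells without peroxide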
# CaV13 FRET inh – Primary screen for inhibitors of IQ motif and Ca2+-dependent inactivation inhibitor domain binding in CACNA1D, Förster resonance energy transfer in living cells, …; HEK cells, CFP/YFP FRET ICDI-IQ, plate reader, 10 min; percent FRET-ratio fall versus neutral wells; inhibition, % at 12.3 µM; 340,000 compounds, 0.098% hits; AID 743397;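 active = mean replicate inhibition of at least 30% and at least 1% of replicates passing that level; inconclusive = only one of the two criteria is met; inactive = neither criterion is met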;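 note: 0% = median of the neutral control wells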
# Vif inh – HIV Vif self-association inhibitors, primary screen, imaging, HEK293T, single point; HEK293T cells, Vif self-association by quenched fluorescence, 24 h; inhibition, % at 7.49 µM; 340,000 compounds, 0.35% hits; AID 602346, 2012; in the data active = inhibition above about 50%, passing the limit was not always enough; inconclusive = no clear call, values can overlap the other calls; inactive = below about 31%; note: some results filed as inactive read as strong as hits
# * hit, by the source's call; ? = inconclusive; / = no result given.
SMILES,N-glyco inh,HTR2A ag,aDG glyco up,ABCB6 inh MLPCN,MC4R barr agon,PDI turbidity,MC4R antagonist,Cardio protect,CaV13 FRET inh,Vif inh
COc1ccc(Br)cc1[C@H]1[C@H]2C=CC[C@@H](C)[C@@H]2C(=O)N1Cc1ccccc1,-1,-1,0.0,96,-1.3,-6,2,-11,-6,1
Cn1c(N2CCC(C(N)=O)CC2)nc2c1c(=O)n(Cc1ccc(Br)cc1)c(=O)n2C,1,7,0.5,101,2.2,7,13,18,-6,-11
N#Cc1ccccc1NC(=O)c1cc(=O)c2ccccc2o1,-3,-5,-0.1,91,-2.6,-1,-20,2,-6,8
COc1ccc(CCNC(=O)c2c(C)nn(-c3ccccc3)c2Cl)cc1OC,-1,1,0.1,103,0.0,8,7,-3,-3,16
COCCn1c(=S)[nH]c2cc(C(=O)NCCCN3CCOCC3)ccc2c1=O,0,4,0.2,101,-1.6,-2,4,5,-7,9
Cc1ccc(-n2ncc3c(=O)n(CC(=O)NCc4ccco4)cnc32)cc1C,11,-2,0.0,100,-1.4,16,-6,1,-4,7
Cc1cccc(-n2c(C)cc(/C=C3/C(=N)N4C(c5ccccc5)=CSC4=NC3=O)c2C)c1,-1,0,0.5,99,-0.5,-1,-2,-8,-15,-2
CNC(=O)Cn1c(C)cc(=O)c2cccc(C)c21,3,-2,0.8,97,-2.0,2,-3,-1,-17,-1
CCC(Oc1ccccc1)C(=O)Nc1ccc(-c2nnc(-c3ccco3)o2)cc1 (stereo not drawn),-10,0,0.5,96,-0.6,3,7,9,-4,2
CCN1CCN(CCn2c(=S)[nH]c3cc4c(cc3c2=O)OCO4)CC1,5,9,-0.2,97,-2.9,-1,5,4,-4,-7
Cc1ccc(S(=O)(=O)NNC(=O)c2ccc(O)cc2)cc1,2,5,-0.1,95,0.6,9,-3,5,-5,8
Cc1ccc(OCC(=O)N2CCN(C(=O)Cc3ccccc3)CC2)cc1,0,6,-0.1,94,-1.9,-12,-1,11,/,-36
COc1ccc(NC(=O)O/N=C/c2c(C)nn(C(C)(C)C)c2C)cc1,-9,1,0.1,99,-2.4,1,7,-7,-21,-3
C/C(Cn1nnc2ccccc21)=N\NC(=O)c1ccc(Br)cc1,3,-4,-0.2,105,-1.6,5,17,-2,-7,19
Cc1cccnc1C(NC(=O)C1CCN(CCCOc2ccccc2)CC1)c1ccc(F)cc1 (stereo not drawn),-1,-14,0.2,92,-1.8,-1,0,2,-6,10
CCOc1ccccc1CN1CCC(Oc2ccc(C(=O)NCc3ccccn3)cc2)CC1,-4,-7,0.1,101,-1.7,2,0,-1,-7,-1
CC(=O)Nc1ccc(CN2CCN(CC(C)C)C(CCO)C2)cc1 (stereo not drawn),0,14*,0.0,101,1.4,-1,19,8,-1,4
COc1ccc(N2C(=O)CC(NCc3ccc(F)cc3)C2=O)cc1 (stereo not drawn),1,-2,0.1,97,-0.5,10,5,0,/,/
CC(OC(=O)CCc1ccccc1)C(=O)Nc1ncc(Cl)cc1Cl (stereo not drawn),0,9,-0.2,101,-2.3,-4,0,-1,-3,/
CCOC(=O)C1=C(C)N=c2s/c(=C/c3ccc(OCC(=O)O)c(OC)c3)c(=O)n2C1c1ccc(Cl)cc1 (stereo not drawn),1,3,0.0,116,-0.9,2,13,10,-4,-9
COc1ccc(C(=O)COC(=O)COc2cc(C)cc(C)c2)cc1,1,9,-0.3,96,2.4,10,-3,0,-10,-2
CC(=O)Nc1cnc(-c2ccccc2C(F)(F)F)cn1,1,-1,-0.3,101,-0.9,0,9,6,-5,8
O=C(/C=C/c1cn(-c2ccccc2)nc1-c1cccnc1)N1CCCCC1,5,-3,-0.2,93,-3.8,4,14,19,-5,/
COc1ccc(Nc2nc3cc(C)ccc3cc2C#N)c(OC)c1,19,3,-0.5,80,-2.2,-7,-22,-7,6,3
CN(CC(=O)Nc1ccc(F)cc1Cl)Cc1cccs1,-1,-1,0.2,91,1.2,1,-4,-2,-4,20
Cc1ccc([N+](=O)[O-])c(OCCN2CCc3ccccc3C2)c1,-1,1,0.1,92,-0.8,-13,-1,0,-20,-13
COCCCN1C(=O)C(=O)/C(=C(/O)c2ccc(OC(C)C)cc2)C1c1cccnc1 (stereo not drawn),-1,14,0.1,103,-1.2,-6,-2,9,/,5
COc1ccc(NC(=O)COC(=O)C2CCN(C(=O)c3ccc(Cl)cc3)CC2)c([N+](=O)[O-])c1,0,0,-0.1,99,-0.4,-26,6,1,-5,?
c1ccc(Cc2nn[nH]n2)cc1,2,0,0.0,88,-1.2,-1,10,2,-5,6
CCN(CC(=O)Nc1ccc(NC(C)=O)cc1)C(=O)C1CC(=O)N(CCc2ccc(OC)c(OC)c2)C1 (stereo not drawn),2,-3,0.0,95,-3.0,0,-3,-2,-3,-3

# Two records drawn at random from those above, as already listed:
SMILES,N-glyco inh,HTR2A ag,aDG glyco up,ABCB6 inh MLPCN,MC4R barr agon,PDI turbidity,MC4R antagonist,Cardio protect,CaV13 FRET inh,Vif inh
COc1ccc(N2C(=O)CC(NCc3ccc(F)cc3)C2=O)cc1 (stereo not drawn),1,-2,0.1,97,-0.5,10,5,0,/,/
CCOc1ccccc1CN1CCC(Oc2ccc(C(=O)NCc3ccccn3)cc2)CC1,-4,-7,0.1,101,-1.7,2,0,-1,-7,-1

# Following part.
SMILES,N-glyco inh,HTR2A ag,aDG glyco up,ABCB6 inh MLPCN,MC4R barr agon,PDI turbidity,MC4R antagonist,Cardio protect,CaV13 FRET inh,Vif inh
COc1cccc(OC)c1OCCCOc1ccc(C)cc1Br,-1,/,0.0,102,/,-1,/,-8,-20,3
CCN1CCCC1CNS(=O)(=O)c1ccc(Cl)c(C(F)(F)F)c1 (stereo not drawn),2,-3,0.0,91,-1.5,-1,2,6,-2,-6
Nc1nonc1-n1nnc(C(=O)N/N=C/c2cccc(Cl)c2)c1CN1CCCC1,5,1,0.1,95,-0.1,/,5,16,-2,13
Cc1sc(=NC(=O)c2ccco2)n(C)c1-c1ccc(Cl)cc1,-3,-6,0.3,104,1.9,0,10,-8,/,-6
CC(C)[C@H](NC(=O)[C@@H]1Cc2ccccc2CN1C(=O)OC(C)(C)C)C(=O)NCC1CCCO1 (stereo partly drawn),-1,1,0.0,91,1.4,0,15,-5,-3,2
Cc1ccc(S(=O)(=O)N(C)C)cc1NC(=O)c1sccc1Cl,-1,-1,0.0,97,0.9,4,7,3,-5,2
Cc1cccc(CN2CCNC2=O)c1,2,13,-0.2,102,-0.4,-6,3,4,-9,/
Cc1noc(C)c1C(=O)Nc1nc2ccccc2s1,3,0,0.0,93,0.1,0,8,0,-7,-1
COC(=O)CSc1nc(N)c2c3c(sc2n1)C(c1ccccc1)SC(c1ccccc1)C3 (stereo not drawn),?,3,-0.5,115,-2.3,2,27,-28,/,10
Cc1ccc(C(C)NC(=O)c2ccncc2)c(C)c1 (stereo not drawn),-1,0,0.1,94,-1.3,8,-1,-6,-3,-2
COC(=O)c1ccccc1S(=O)(=O)N1CCC(NC(=O)C(Cc2cccc(OC)c2OC)NC(C)=O)CC1 (stereo not drawn),-2,0,0.1,99,0.2,-7,4,3,-8,-5
CC(=O)c1ccc(OCc2cc(=O)n3ccsc3n2)cc1,-4,1,-0.4,106,-0.7,2,0,5,-4,16
Cc1cc(=O)oc(C)c1C(=O)N1CCCCC1,-1,1,0.0,91,-1.2,13,13,4,-6,/
CCN(CC)CCNC(=S)Nc1ccc(Cl)cc1,-1,-2,0.2,98,0.6,4,14,5,-3,1
CCCCn1c(N)c(N(CCOC)C(=O)c2ccc(Cl)c(S(=O)(=O)N3CCCCC3)c2)c(=O)[nH]c1=O,0,-4,0.3,95,-2.4,1,20,1,-6,24
CCOc1ccc(NC(=O)COc2ccc(-n3cnnn3)cc2)cc1,2,-3,0.8,99,-1.2,-3,-3,2,-2,7
Cc1cccc(NC(=O)CSc2nnc([C@@H]3CCCN3C(=O)OC(C)(C)C)o2)c1C,4,-4,0.0,90,-0.2,-1,2,1,-7,1
COc1cc(CN2CC(=O)N(c3ccc(C)c(C)c3)C2=S)cc(OC)c1OC,-3,-2,0.5,92,-0.8,-3,10,-4,-2,-3
CC(NC(=O)CN1CCOCC1)c1ccc(F)cc1 (stereo not drawn),0,-1,0.0,96,-0.5,-2,-1,2,-4,-20
CN(C(=O)CCc1nnc(CCCCc2ccccc2)o1)C1CC(C)(C)NC(C)(C)C1,0,0,0.3,100,-2.4,2,1,2,-5,0
O=C1CSc2ccc(C(=O)NCc3ccccn3)cc2N1,-1,-4,-0.2,101,2.0,5,-3,4,-5,11
O=C(CCN1C(=O)/C(=C/C=C/c2ccccc2)SC1=S)Nc1cccnc1,2,-3,-0.3,93,12*,6,-7,-11,/,57*
O=S(=O)(c1c(Cl)cc(Br)cc1Cl)N1CCN(C(=S)NC2CC2)CC1,-3,4,0.0,98,-0.5,-16,-1,-8,-2,-21
COc1ccc(CC(=O)Nc2c(C(=O)N3CCN(c4ccccc4OC)CC3)oc3ccccc23)cc1OC,-3,-1,-0.1,99,2.0,-1,18,7,-2,-2
CN(C)S(=O)(=O)c1cccc(NC(=O)CCCc2nc3ccccc3c(=O)[nH]2)c1,0,0,0.0,102,-2.1,-2,-4,18,-6,-1
Cc1ccc(S(=O)(=O)N(C)C)cc1NC(=O)c1cc(C(C)(C)C)nn1Cc1ccccc1,-6,-6,0.1,100,-0.7,-10,20,6,-5,-4
Cc1[nH]c2ccccc2c1C(=O)Cn1c(=O)oc2ccccc21,-1,-1,0.1,98,-2.2,9,-3,0,-7,5
CCOc1ccc(N(CC(=O)Nc2ccc(C)cc2C)S(C)(=O)=O)cc1,1,1,-0.1,92,1.3,16,1,2,4,-2
Cc1cccc(N2CC(C(=O)NCCC3=CCCCC3)CC2=O)c1C (stereo not drawn),-2,-5,-0.2,95,0.8,5,5,-1,-6,-4
COc1ccccc1CNC(=O)COC(=O)c1nccnc1N,1,3,-0.1,99,-1.0,4,2,0,-6,9
CCc1noc(C)c1C(=O)N1CCCC(CCC(=O)NCc2ccc(F)c(F)c2)C1 (stereo not drawn),3,-1,0.1,101,-2.8,8,2,-7,-6,7
O=P(COc1ccccc1)(c1ccccc1)c1ccccc1,-2,5,0.0,99,-2.0,-16,1,1,-8,4
